Screening data as filed in PubChem BioAssay.
Tb PYK inh = T. brucei pyruvate kinase inhibition | actives 0.12% (n = 410,000) | TbPYK enzyme, Kinase-Glo Plus ATP luminescence, 45 min | Q57TT1 | Potency, µM (series often up to 76.8 µM), inactives show at the highest dose activity, negative = inhibition, actives largely listed as inhibitors; note: nearly all actives have a fitted effect of over 50% in size
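Assay buffer: 50 mM TEA pH 7.2, 100 mM KCl, 10 mM MgCl2, 0.05% BSA, 0.01% Tween-20. Pyruvate kinase from T. brucei plus substrate met compound, then ADP (130 uM final). Luminescence was read post 45 min RT.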
LmPK inh = inhibitors of Leishmania mexicana pyruvate kinase | Potency, µM (series often up to 57.5 µM), inactives show at the top dose activity change, negative = inhibition, hits mostly inhibitors | actives 0.37% (n = 290,000) | Q27686 | purified LmPK, Kinase-Glo ATP luminescence, 1 h | AID 1721
Target sequence (Q27686 whole entry, looked up): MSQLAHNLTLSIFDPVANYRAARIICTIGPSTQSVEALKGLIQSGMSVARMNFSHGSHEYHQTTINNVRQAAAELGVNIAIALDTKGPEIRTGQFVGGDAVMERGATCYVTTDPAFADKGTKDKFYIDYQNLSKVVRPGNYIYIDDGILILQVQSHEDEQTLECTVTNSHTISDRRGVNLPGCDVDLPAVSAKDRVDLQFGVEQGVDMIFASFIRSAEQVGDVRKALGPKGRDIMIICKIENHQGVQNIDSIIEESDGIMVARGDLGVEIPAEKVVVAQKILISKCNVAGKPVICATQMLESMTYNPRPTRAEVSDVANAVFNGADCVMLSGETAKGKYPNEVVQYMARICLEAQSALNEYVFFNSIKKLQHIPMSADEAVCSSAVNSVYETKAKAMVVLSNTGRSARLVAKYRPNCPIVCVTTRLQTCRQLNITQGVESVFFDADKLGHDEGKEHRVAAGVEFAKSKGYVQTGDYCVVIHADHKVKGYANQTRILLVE
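Screened at intermediate enzyme activity to detect both inhibitors and activators: LmPK at 0.1 nM, with a 0.5 nM enzyme column as activation reference. PEP 0.5 mM, ADP 0.1 mM; ATP detected by luminescence after 1 h.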
Sm TGR inh = blocks Schistosoma mansoni thioredoxin glutathione reductase; actives 3% (n = 360,000); AID 485364; Q962Y6; purified TGR, DTNB reduction, TNB absorbance 405 nm; Potency, µM (titrated, usually from 114 µM), for the others: top-dose activity change, negative = inhibition, most hits filed as inhibitors; note: nearly all actives have a fitted effect of over 60% in size
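Kinetic colorimetric format: TGR-catalysed, NADPH-driven DTNB reduction monitored via TNB absorbance. Enzyme dispensed at 20 nM; compound exposure 15 min at room temperature before reaction start.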
Pf growth 96h = P. falciparum growth inhibition at 96 hour, primary screen for plastid delayed-death inhibitors. AID 504834. P. falciparum luciferase reporter growth, 96 h. actives 6.9% (n = 320,000). Potency, µM (top dose mostly 28.7 µM), for the others: at the top dose activity change, negative = inhibition, actives largely listed as inhibitors
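P. falciparum expressing integrated firefly luciferase, in erythrocytes at 2% hematocrit, 0.05% parasitemia, incubated with compounds 96 h at 37 C, 5% CO2. Growth inhibition read as loss of luminescence; two-generation exposure targets delayed-death apicoplast inhibitors.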
Pf growth 48h = inhibits P. falciparum growth in the first generation, 48 h. P. falciparum luciferase growth in erythrocytes, 48 h. Potency, µM (series often up to 28.7 µM), without a hit: at the top dose activity change, negative = inhibition, usual class: inhibitors. actives 5.9% (n = 310,000). AID 504832
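Here the parasites carry a stable luciferase gene and grow inside erythrocytes in Albumax-based RPMI medium with compound for one erythrocytic cycle. Activity is scored as loss of luminescent signal.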
HCV inh = HCV inhibition | Huh7.5.1 HCVcc-Cre infection, luciferase reporter, 44 h | Potency, µM (series often up to 41.8 µM), without a hit: top-dose activity change, negative = inhibition, most hits filed as inhibitors | actives 3.4% (n = 340,000)
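Seed cells (1,000/well) for 4 h; treat with compound and infect with HCVcc-Cre, moi about 0.5. Incubate 44 h, then detect luciferase activity.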
* hit, by the source's call; ? = inconclusive; · = not tested or not shown; & = joins results of further samples; [ ] = remark or other dose. Calls come from the whole dose curve; as a rule, active = well fitted curve in the direction sought with a large enough effect; inconclusive = small, poorly fitted or top-dose-only effect, or another doubt; inactive = no such curve, though single readings can be large; an effect the other way counts as inactive or inconclusive. % is set by controls: 0 for no effect and ±100 for the full control effect; potency is the fitted concentration of half-maximal effect.

Sample of the layout:
SMILES	Tb PYK inh	LmPK inh	Sm TGR inh	Pf growth 96h	Pf growth 48h	HCV inh
COc1ccc(-n2nc(C(=O)NCC(=O)N(C)Cc3ccccc3)c3ccccc3c2=O)cc1	-2%	8%	1%	8%	?	?
COc1ccc(CNC(=O)c2ccc(S(=O)(=O)N3CCOCC3)cc2)cc1	1%	·	0%	?	-25%	-9%

This part in full, repeating the preview:
SMILES	Tb PYK inh	LmPK inh	Sm TGR inh	Pf growth 96h	Pf growth 48h	HCV inh
COc1ccc(-n2nc(C(=O)NCC(=O)N(C)Cc3ccccc3)c3ccccc3c2=O)cc1	-2%	8%	1%	8%	?	?
COc1ccc(CNC(=O)c2ccc(S(=O)(=O)N3CCOCC3)cc2)cc1	1%	·	0%	?	-25%	-9%
O=C(Cc1ccccc1)NC1c2ccccc2-c2ccccc21	1%	2%	-1%	?	14%	-1%
CN(c1ccccc1C(=O)Nc1cccc([N+](=O)[O-])c1)S(=O)(=O)c1ccccc1	5%	1%	10%	-12%	2%	-9%
CC(=O)Nc1cc(-c2nn(CC(=O)N3CCCCC3)c(=O)c3ccccc23)ccc1N1CCOCC1	0%	-8%	-19%	·	-24%	3%
CC(C)(C)c1cc(C(=O)NCC(=O)OCC(=O)c2cccc([N+](=O)[O-])c2)cc(C(C)(C)C)c1	5%	-1%	1%	39%[activator]	9%	13%
CCc1cccc(C)c1NC(=S)N(CCN(C)C)C(C)c1ccco1 (centres undefined)	-10%	2%	7%	?	-14%	-2%
CC(C)(C)C(C(=O)Oc1ccccc1)c1ccccc1 (centres undefined)	-10%	·	10%	?	18%	16%
CCN(CC(=O)Nc1ccc2c(c1)OCCO2)C(=O)/C=C/c1ccccc1	-2%	10%	7%	28%	75%[activator]	-1%
NC(=O)COc1ccccc1	-3%	-1%	1%	11%	9%	-1%
O=C(O)C(Cc1ccccc1)n1cccc1 (centres undefined)	-3%	-2%	0%	-1%	?	20%
Cc1ccc2c(c1)nnn2C1CCN(C(=O)C2CCCCC2)CC1	-6%	3%	-3%	4%	?	9%
O=C(NCCOc1ccc(Cl)cc1)c1ccco1	-16%	7%	1%	2.1µM*	-3%	-3%
C=CCOCCN1C(=O)C2C3C=CC(C2C1=O)C1C2C(=O)N(CCOCC=C)C(=O)C2C31 (centres undefined)	-5%	0%	-26%	298%[activator]	21%	-13%
COc1ccc(OC)c(C2=NS(=O)(=O)N(C)C(C(=O)Nc3cccc(C(C)=O)c3)=C2)c1	0%	8%	-18%	58%[activator]	-7%	?
COc1ccc(OC)c(/C=N/NC(=O)C(=O)N2CCCCCC2)c1	-9%	-12%	-8%	24%	6%	-6%
CC(=O)c1ccc(NC(=O)c2cc(S(=O)(=O)N3CCOCC3)ccc2C)cc1	-7%&-1%	-20%	-12%&2%	?	2%	-22%
Cc1ccccc1NC(=S)NCCc1c[nH]c2ccccc12	-6%	-5%	16%	?	?	-3%
O=C1NC(=Nc2ccccc2Cl)S/C1=C\c1cccc([N+](=O)[O-])c1O	-20%	23%	-7%	-1%	?	1%
CCC(CC)Nc1ccc(C(CC(N)=O)NC(=O)Cc2ccc(Br)cc2)cc1[N+](=O)[O-] (centres undefined)	0%	9%	14%	-19%	6%	5%
Cc1ccc(C)c(N2N=C(C(=O)OCC(=O)N(C)c3ccccc3)CCC2=O)c1	0%	·	-1%	16%	?	30%[activator]
CCOc1ccccc1N1CCN(C(=O)/C=C/c2cccc([N+](=O)[O-])c2)CC1	-5%	-4%	-1%	?	9%	4%
O=C(NC1CCCC1)c1ccc(CSc2nc3ccncc3n2Cc2ccc(F)cc2)cc1	-4%&-8%	-1%	0%&-10%	?	-4%	?
CCCn1cnnc1CNC(=O)C1CCC(=O)N(CCCc2ccccc2)C1 (centres undefined)	-2%	2%	4%	?	15%	7%
O=C(c1ccc(COc2ccccc2Br)o1)N1N=C(C(F)F)CC1(O)C(F)F (centres undefined)	3%	4%	-10%	-14%	-13%	-1%
CC1(C)CC(C(CC(=O)O)c2ccccc2)CCO1 (centres undefined)	-4%	4%	6%	2%[5.75 µM]	-16%	13%
COc1ccc(Cn2c(C)nc3ccc([N+](=O)[O-])cc3c2=O)cc1	-1%	2%	-26%	?	7%	3%
COC(=O)c1ccc(N2CCN(C)CC2)c(NC(=O)c2cccs2)c1	3%	-2%	12%	20%	22%	-8%
CC(C)CC[n+]1ccccc1/C=C/c1ccc(N(C)C)cc1	-6%	-5%	0%	-10%	0.93µM*	5µM*
CCOc1ccc(NC(=O)CSc2nc3[nH]ncc3c(=O)n2-c2ccccc2OC)cc1	-16%	-3%	-10%	·	?	?
CCS(=O)(=O)N1CCN(c2c(Cl)cccc2[N+](=O)[O-])CC1	1%	9%	21%	39%[activator]	5%	-3%
CSCCC(NS(=O)(=O)c1ccc(C)cc1)C(=O)N1CC=C(c2ccccc2)CC1 (centres undefined)	-2%	·	5%	?	?	12%
Cc1c(OCC(=O)N[C@@H](CSCc2ccccc2)C(=O)O)ccc2c3c(c(=O)oc12)CCC3	4%	5%	-2%	22%	4%	-2%
CCOC(=O)N1CCN(C(=O)CN(CC)S(=O)(=O)c2cc(C)ccc2OC)CC1	3%	1%	2%	?	31%[activator]	1%
O=C(c1cccc(COCC(F)(F)C(F)F)c1)N1CCN(c2ccccc2)CC1	1%	2%	0%	-12%	?	·
Nc1c(Cl)cc(-c2cn(CCC(=O)O)c(-c3ccncc3)n2)cc1Cl	-5%	·	-24%	79%[activator]	?	5%

Quoted from above for reference:
SMILES	Tb PYK inh	LmPK inh	Sm TGR inh	Pf growth 96h	Pf growth 48h	HCV inh
COc1ccc(-n2nc(C(=O)NCC(=O)N(C)Cc3ccccc3)c3ccccc3c2=O)cc1	-2%	8%	1%	8%	?	?
COc1ccc(CNC(=O)c2ccc(S(=O)(=O)N3CCOCC3)cc2)cc1	1%	·	0%	?	-25%	-9%
O=C(Cc1ccccc1)NC1c2ccccc2-c2ccccc21	1%	2%	-1%	?	14%	-1%
CN(c1ccccc1C(=O)Nc1cccc([N+](=O)[O-])c1)S(=O)(=O)c1ccccc1	5%	1%	10%	-12%	2%	-9%
CC(=O)Nc1cc(-c2nn(CC(=O)N3CCCCC3)c(=O)c3ccccc23)ccc1N1CCOCC1	0%	-8%	-19%	·	-24%	3%
CC(C)(C)c1cc(C(=O)NCC(=O)OCC(=O)c2cccc([N+](=O)[O-])c2)cc(C(C)(C)C)c1	5%	-1%	1%	39%[activator]	9%	13%
CCc1cccc(C)c1NC(=S)N(CCN(C)C)C(C)c1ccco1 (centres undefined)	-10%	2%	7%	?	-14%	-2%
CC(C)(C)C(C(=O)Oc1ccccc1)c1ccccc1 (centres undefined)	-10%	·	10%	?	18%	16%
CCN(CC(=O)Nc1ccc2c(c1)OCCO2)C(=O)/C=C/c1ccccc1	-2%	10%	7%	28%	75%[activator]	-1%
NC(=O)COc1ccccc1	-3%	-1%	1%	11%	9%	-1%

(next part)
SMILES	Tb PYK inh	LmPK inh	Sm TGR inh	Pf growth 96h	Pf growth 48h	HCV inh
O=C(OCc1cc2ccccc2[nH]c1=O)c1ccncc1	4%	9%	-1%	27%	-5%	13%
O=C(CCS(=O)(=O)c1ccc(Br)cc1)NCc1ccc(F)cc1	28%	1%	5%	10µM*	41%[activator]	17%
CC(=O)c1c(C)[nH]c(C(=O)CSc2nc3ccccc3n2C)c1C	-2%	1%	-25%	?	0%	?
CCOC(=O)CCC(=O)Nc1ccc(S(=O)(=O)Nc2cc(OC)nc(OC)n2)cc1	-1%	8%	?	9%	0%	18%
CN(C)CCN(C(=O)c1ccc2ccccc2c1)c1nc2c(F)cccc2s1	-6%	-1%	1%	16%	24%	-1%
COC(=O)C(CSCc1ccccc1)NC(=O)CSc1nc(C)cc(=O)[nH]1 (centres undefined)	3%	2%	4%	?	?	8%
Cc1ccc(C(C(=O)NC(C)(C)C)N(CC2CCCO2)C(=O)Cn2nnc(-c3ccc(C)o3)n2)cc1 (centres undefined)	-4%	2%	?	4%	-8%	?
COc1ccc(NC(=O)c2c(C)nn(-c3ccccc3)c2Cl)cc1	-5%	6%	-6%	199%[activator]	?	-19%
CCN(C(=O)CN1CCN(c2cccc(Cl)c2)CC1)c1c(N)n(Cc2ccccc2)c(=O)[nH]c1=O	1%	-6%	-4%	-4%	-8%	-20%
COc1ccc(-n2c(C)nc3c(cnn3-c3ccc(Cl)cc3)c2=O)cc1	3%	7%	10%	23%	-13%	?
Cc1ccc(-n2c(C)nc3cc(Cl)ccc3c2=O)nc1	2%	-1%	-9%	135%[activator]	81%[activator]	2%
Cn1c(Cl)nc2c1c(=O)n(Cc1cccc(Br)c1)c(=O)n2C	-2%	3%	0%	57%[activator]	-18%	13µM*
CC1Cc2ccccc2N1C(=O)CCS(=O)(=O)c1ccc2c(c1)NC(=O)CS2 (centres undefined)	?	2%	-33%	42%[activator]	-7%	-14%
CCOc1ncccc1C(=O)OCC(=O)Nc1cccc(S(=O)(=O)N2CCCCCC2)c1	0%	·	1%	-19%	60%[activator]	-5%
Nc1c(Cl)ncnc1NCC(O)CO (centres undefined)	5%	-2%	?	-9%	5%	19%
Cc1cc(NC(=O)CN2C(=O)NC(C)(c3ccccc3)C2=O)no1 (centres undefined)	-18%	0%	-2%	·	-1%	8%
COC(=O)c1cc(CSc2ncnc3sccc23)oc1C	-11%	-9%	-22%	7%	1%	?
CCOc1ccc(N/C(N)=N/c2nc(CSc3nnnn3-c3ccccc3)cc(=O)[nH]2)cc1	2%	0%	14%	0%	0%	0%
COc1cccc(CNC(=O)CN(C)S(=O)(=O)c2cccc3cccnc23)c1	1%	2%	0%	-3%	-6%	3%
COc1cc(C(C(=O)Nc2c(C)cccc2C)N(C)C(=O)c2ccc(-n3cnnn3)cc2)ccc1O (centres undefined)	5%	3%	3%	-9%	?	-16%
Cc1ccc(C(C(=O)NCc2ccco2)N(C(=O)Cn2nnc3ccccc32)c2ccccc2)o1 (centres undefined)	4%	4%	50µM*	15%	?	-4%
CCOC(=O)C1CCCN(C(=O)Cc2c(F)cccc2Cl)C1 (centres undefined)	1%	-10%	-3%	17%	14%	20%
CN(C)C(=O)c1ccccc1NC(=O)Cc1cccc2ccccc12	13%	1%	-31%	6%	-5%	2%
CCN1CCN(S(=O)(=O)c2cc(OC)ccc2OC)CC1	1%	8%	-5%	?	3%	1%
COc1ccc2cc(C(=O)/C=C/c3cc(OC)c(OC)c(OC)c3)ccc2c1	0%	7%	-14%	?	?	?
CCOC(=O)C1CCCN(C(=O)c2cc(S(=O)(=O)N(C)C)ccc2N2CCCC2)C1 (centres undefined)	0%	·	-12%	?	12%	3%
CC1(C)CC(=O)/C(=C(\O)CCCN2C(=O)c3ccccc3C2=O)C(=NCC(=O)O)C1	-1%	-1%[11.5 µM]	0%	37%[activator]	6%	11%
O=C(/C=C\c1cccs1)N1CCN(Cc2ccc3c(c2)OCO3)CC1	-5%	-3%	-2%	56%[activator]	-19%	4%
COc1ccc(C(C)NC(=O)c2ccc(Cl)cc2)cc1OC (centres undefined)	3%	3%	-10%	45%[activator]	6%	11%
CCc1ccccc1NC(=S)NC1CC2CCC(C1)N2Cc1ccc(F)cc1 (centres undefined)	-1%	1%	·	-8%	7.4µM*	-14%
COc1cc(/C=C2/SC(=S)N(Cc3ccccc3)C2=O)cc(OC)c1O	?	-6%	-27%	42%[activator]	?	-15%
CCOc1ccc(CCNC(=O)COC(=O)c2cccc(S(=O)(=O)N3CCCC3)c2)cc1OCC	-9%	·	-6%	-12%	-15%	6%
COc1ccccc1C(=O)OCn1nnc2ccccc2c1=O	-6%	0%	-2%	0%	4%	-9%
O=C(Nc1ccc(Br)cc1)c1cccc2c1C(=O)N(C1CCCCC1)C2	1%	2%	8%	19%	?	5%
O=C(Cc1ccccc1[N+](=O)[O-])NNC(=O)Nc1ccc2c(c1)OCO2	1%	-1%	-16%	?	24%	28%
